Compound activity deposited in PubChem by several laboratories.
S1P4 antagonist – S1P4 receptor antagonists, primary screen, cell-based; Sphingosine 1-phosphate receptor 4 (Homo sapiens), O95977; S1P4-expressing cells, antagonist mode, reporter read-out; inhibition, % at 4.98 µM; 220,000 compounds, 0.26% hits; in the data active means inhibition above about 29%;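 further: 0% = wells stimulated with agonist and 100% = vehicle wells without agonist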
Target sequence (O95977 whole entry, looked up): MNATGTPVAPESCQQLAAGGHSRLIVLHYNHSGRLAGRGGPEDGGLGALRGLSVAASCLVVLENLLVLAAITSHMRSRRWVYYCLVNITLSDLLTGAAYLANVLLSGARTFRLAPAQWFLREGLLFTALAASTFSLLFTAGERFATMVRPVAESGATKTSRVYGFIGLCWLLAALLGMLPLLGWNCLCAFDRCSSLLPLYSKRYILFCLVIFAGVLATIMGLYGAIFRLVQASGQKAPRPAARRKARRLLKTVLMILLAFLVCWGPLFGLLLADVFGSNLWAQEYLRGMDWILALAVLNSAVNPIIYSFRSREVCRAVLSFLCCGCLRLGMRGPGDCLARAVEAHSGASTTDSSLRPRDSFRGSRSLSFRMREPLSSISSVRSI
CHOP inh – inhibitors of CHOP promoter induction, primary screen, cell-based, unfolded protein response, luciferase reporter | CHO-K1 CHOP-promoter luciferase, tunicamycin-induced, 15-18 h | inhibition, % at 10 µM | 220,000 compounds, 3.8% hits | AID 2732, 2010;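 active means compounds that reduced the stress-induced luciferase reporter signal by more than about 70% of percent inhibition, limit read from the data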;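 further: 0% = tunicamycin plus vehicle and 100% = wells without tunicamycin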
TRPML3 agonist – human TRPML3 channel agonists, primary screen, cell-based, HEK293 TRPML3-YFP, Fluo-8 calcium fluorescence, 3 µM; 100% = the carbachol control signal; 220,000 compounds, 0.29% hits; AID 1448, 2008; activation, % at 3 µM; Mucolipin-3 (Homo sapiens), Q8TDD5;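 active means activation above its plate's cutoff, the mean activation of the plate's test wells plus 3 SD, cut at about 12% in these data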;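 further: 0% = DMSO only wells and 100% = carbachol wells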
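Test system: TRPML3-YFP stable HEK293 cells. Doses: single point at 3 µM. Incubation: dye loading 1 h 37 °C then 30 min ambient, 125 s read. Signal: Fluo-8 calcium dye fluorescence, ex 470-495, em 515-575 nm. Measure: percent activation from peak-to-basal fluorescence ratio, scaled between DMSO and carbachol.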
NPY-Y2 PAM-ag – NPY-Y2 potentiators or agonists, primary screen, cell-based | 220,000 compounds, 0.45% hits | Neuropeptide Y receptor type 2 (Homo sapiens), P49146 | activation, % at 3.6 µM | cells expressing NPY-Y2, potentiator/agonist read-out; in the data active means activation above about 27%;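 further: cells stimulated with NPY near EC25 plus isoproterenol at EC100; 0% = vehicle plus submaximal agonist and 100% = vehicle plus saturating agonist; some results beyond the cut were filed as inactive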
NPY-Y1 PAM-ag – NPY-Y1 receptor potentiators or agonists, primary screen, cell-based | NPY-Y1 expressing cells, potentiator/agonist activation | Neuropeptide Y receptor type 1 (Homo sapiens), P25929 | 220,000 compounds, 0.37% hits | activation, % at 3.6 µM; in the data active means activation above about 33%, passing the limit was not always enough;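 further: cells stimulated with NPY at EC10 then isoproterenol at EC100; 0% = low agonist plus stimulus and 100% = saturating agonist plus stimulus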
zfTRPN1 agonist – zebrafish TRPN1 channel agonists, primary screen, cell-based, HEK293, calcium fluorescence; activation, % at 3 µM; transient receptor potential cation channel N1 (TRPN1/NompC), Danio rerio; HEK293 zebrafish TRPN1-YFP, Fluo-8 calcium fluorescence; 100% = response to 87 µM carbachol; AID 1424, 2008; 220,000 compounds, 0.18% hits;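 active means activation above its plate's cutoff, the mean activation of test wells on that plate plus 3 SD, cut at about 19% in these data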;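 further: 0% = DMSO alone and 100% = 87 µM carbachol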
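Material – zebrafish TRPN1-YFP in HEK293 cells · Doses – 3 µM single point · Schedule – dye 1 h 37 °C plus 30 min RT · Signal – Fluo-8 calcium fluorescence, excitation 470-495 nm, emission 515-575 nm · Read-out – % activation versus carbachol response · Control set – carbachol high, DMSO low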
NPY Y1 blocker – NPY-Y1 receptor antagonists, primary screen, cell-based | Neuropeptide Y receptor type 1 (Homo sapiens), P25929 | HEK293-CNG Y1 cells, membrane potential fluorescence; NPY at EC95, then isoproterenol | inhibition, % at 3.6 µM | 200,000 compounds, 1% hits;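 active means inhibition above the campaign mean inhibition of all tested compounds plus 3 SD, cut at about 20% in these data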;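 further: 0% = DMSO wells given NPY plus isoproterenol and 100% = isoproterenol alone without NPY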
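Test system: HEK293 cells co-expressing NPY Y1 receptor and cyclic-nucleotide gated channel; Also added: NPY (25 nM), isoproterenol (1 µM), Ro 20-1724 (25 µM); Compound dosing: one concentration, 3.6 µM, in 0.4% DMSO; Timing: dye 3 h, compound 60 min room temperature, stimulation 45 min; Technique: Membrane-potential fluorescent dye readout.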
S1P4 agonist – S1P4 receptor agonists, primary screen, cell-based | Sphingosine 1-phosphate receptor 4 (Homo sapiens), O95977 | S1P4-expressing cell line, agonist reporter assay | activation, % at 4.98 µM | 220,000 compounds, 0.35% hits | AID 1509, 2009; in the data active means activation above about 11%;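 further: 0% = DMSO vehicle and 100% = reference agonist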
EP2 mod – EP2 receptor modulators, cAMP readout, primary screen, cell-based, HTRF cAMP, PGE2 stimulation; EP2-expressing cells, cAMP HTRF FRET, PGE2 co-stimulation; induction, % at 25 µM; 260,000 compounds, 0.83% hits; AID 940, 2007;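 active means compounds whose cAMP rise, as percent of the full-agonist control response, exceeds 60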;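 further: rat C6 glioma line stably carrying human EP2 under a CMV promoter; the protocol text gives 20 µM as final concentration; 100% = response of wells given 1 µM PGE2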
Target sequence (P43116 whole entry, looked up): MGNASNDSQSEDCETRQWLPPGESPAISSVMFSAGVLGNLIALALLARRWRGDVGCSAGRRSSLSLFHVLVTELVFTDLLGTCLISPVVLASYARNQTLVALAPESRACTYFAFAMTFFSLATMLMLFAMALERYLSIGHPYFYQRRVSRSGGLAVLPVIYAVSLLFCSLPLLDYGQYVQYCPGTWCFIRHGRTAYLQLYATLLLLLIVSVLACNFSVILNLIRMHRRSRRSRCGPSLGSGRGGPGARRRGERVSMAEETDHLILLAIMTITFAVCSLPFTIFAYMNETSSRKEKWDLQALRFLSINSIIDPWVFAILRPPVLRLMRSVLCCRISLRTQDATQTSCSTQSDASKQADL
* hit, by the source's call; . = no result given; & = joins results of further samples. Random draw from the library; about 6.5% have a hit in one of these screens.

SMILES	S1P4 antagonist	CHOP inh	TRPML3 agonist	NPY-Y2 PAM-ag	NPY-Y1 PAM-ag	zfTRPN1 agonist	NPY Y1 blocker	S1P4 agonist	EP2 mod
O=C(O)CCCC(=O)Nc1cccc(C(=O)Nc2ccccc2C(=O)O)c1	-16	24	0.5	5	8	0.3	-1	0.9	27
COc1cc(-c2cc(C(=O)O)c3c(OC)c(OC)c(OC)cc3n2)ccc1O	3	31	0.7	12	5	0.3	0	-0.8	18
Cc1ccc(CSc2nc3c(c(N(C)C)n2)CCCC3)cc1	-19	33	0.4	-15	-50	-0.5	8	1.3	41
O=C(COC(=O)CNC(=O)c1ccc(Cl)cc1)Nc1ncc(C(F)(F)F)cc1Cl	-11	12	0.4	11	2	-1.5	2	0.5	32
NC(=O)CSc1nnc(-c2ccc(S(=O)(=O)N3CCCCC3)cc2)n1-c1ccccc1	-3	-2	3.0	2	9	3.4	-1	-2.3	-37
CC(C)NC(=O)CCNS(=O)(=O)c1ccc(Br)cc1	-15	5	0.3	-20	-4	0.9	9	0.6	-14
O=C(NCCCN1CCOCC1)c1sc2cc(F)ccc2c1Cl	-4	0	1.1	-16	-3	-0.8	7	0.9	-36
O=C(O)CN(c1ccc(F)cc1)S(=O)(=O)c1ccc2c(c1)OCCO2	16	4	0.6	1	-4	1.0	4	1.5	-8
Cc1cccc(C)c1NC(=O)CSc1nnc(Cn2nnc(-c3ccccc3)n2)n1-c1ccccc1	8	16	-0.1	-14	0	-1.4	-5	-0.5	74*
O=C(NCc1nc2ccccc2[nH]1)C1=C[C@H](C2CC2)C[C@H](OCCCCO)O1	-2	10	0.5	9	7	-0.3	4	0.1	15
C=CCn1c(C)cc(C(=O)CSc2nnc(-c3cccc(S(=O)(=O)N(CC)CC)c3)o2)c1C	1	47	0.0	2	-19	1.3	13	-1.0	46
O=C(NCCCNc1ccc(C(F)(F)F)cc1[N+](=O)[O-])c1ccc(Cl)cc1	-8	50	0.2	4	7	1.3	16	1.3	-9
CC1Cc2ccccc2N1C(=O)CCNS(=O)(=O)c1ccc2c(c1)CCC(=O)N2 (configuration not stated)	0	12	-1.6	-2	-3	-2.5	4	0.8	-1
COc1ccc(CN2CC(C(=O)NCCC3=CCCCC3)CC2=O)cc1 (configuration not stated)	-20	-3	0.0	-25	-5	1.1	2	-0.2	17
CCN(CC)C(=O)c1sc(N)c(C#N)c1C	0	28	0.4	-2	-4	0.6	6	1.1	30
CCc1c(C)sc(NC(=O)C2CCCO2)c1C#N (configuration not stated)	-6	-12	0.7	7	14	1.1	0	-1.5	-43
Clc1ccc(OCc2cc(-c3ccccc3)no2)c(Cl)c1	-8	3	0.2	-17	-30	0.3	10	-1.6	-20
O=C(NC1CCCc2ccccc21)c1cncc(Br)c1 (configuration not stated)	-3	53	0.5	-12	-30	-1.0	6	4.9	7
NC(Cc1ccc2nsnc2c1)C(=O)O (configuration not stated)	-6	.	1.2	8	-12	-0.8	3	1.1	.
CC(=O)c1cccc(N2C(=O)Nc3ccccc3N2O)c1	6	-5	0.7	5	7	-0.1	-5	1.9	21
N#C/C(=C/c1ccc(Br)s1)C(=O)NCCc1c[nH]c2ccccc12	-33	37	0.7	2	-18	1.0	-1	-1.3	-5
O=C(c1cccs1)N1CCN(Cc2nc3ccccc3c(=O)[nH]2)CC1	18	4	0.1	-7	-4	0.4	-1	3.0	19
COC(=O)CNc1nc(Cl)nc(Nc2ccc(Cl)cc2)n1	6	74*	0.8	-11	6	0.7	3	-0.5	-20
COc1cccc(NC(=O)NC2CCN(Cc3nnnn3Cc3ccc4c(c3)OCO4)CC2)c1	-3	5	-0.4	5	17	-1.3	.	-0.7	-16
CN(C)CCCN(C(=O)COc1ccc(Cl)cc1)c1nc2c(F)cccc2s1	-5	19	0.9	-17	-10	1.4	15	-0.3	-24
Cc1ccc2nc(NNC(=O)c3ccc4c(c3)OCCO4)sc2c1	3	-7	0.8	-4	-2	1.4	6	-0.8	-54
CC(C)N1CC(C(=O)Nc2ccccc2)CC1=O (configuration not stated)	-25	-5	-0.2	-11	-16	-0.1	-4	0.7	-25&32
COC(=O)C1CC(=O)N(CCc2c[nH]c3ccccc23)C1 (configuration not stated)	-2	21	0.5	-7	-5	-0.4	0	-2.8	20
CC1(C)CC(=O)C(CC(=O)N2CCC(Cc3ccccc3)CC2)C(=O)C1	-10	19	0.6	-6	-4	1.0	6	0.5	31
COc1cc(OC)c(OC)cc1CN1CCC(O)CC1	-22	-2	0.8	8	-2	-0.8	.	1.0	20
CCOC(=O)c1c(-c2ccccc2)csc1NC(=S)NC	-5	93*	0.7	-1	0	-0.1	-2	1.1	33
Cc1c(C(Nc2ccccn2)c2ccc(Cl)cc2)c(=O)n(-c2ccccc2)n1C (configuration not stated)	2	11	-0.2	-8	-6	0.4	-3	1.8	17
C/C(CC(=O)NC1CCCCC1)=N\NC(=O)Cc1ccc(-c2ccccc2)cc1	-10	60	0.2	-1	-5	-2.4	-5	-1.1	7
O=C1COc2ccc(N3C(=O)C=CC3=O)cc2N1	-8	95*	0.8	9	-11	1.0	1	0.6	-34
Cc1cccn2c(=O)c3cc(C#N)c(=N)n(Cc4ccncc4)c3nc12	-24	-1	0.7	1	-4	0.9	-2	1.3	16
O=C(NCc1ccccc1Cl)C1CCC(CNc2nc(=S)[nH]c3ccccc23)CC1 (configuration not stated)	3	98*	0.1	-9	3	-0.7	-1	-1.4	-40
Cc1cc(NCCCN2CCOCC2)n2ncc(-c3ccc(Cl)cc3)c2n1	1	-8	0.2	8	5	1.1	-4	0.2	-44
CCN(C(=O)CN1CCN(c2cccc(Cl)c2)CC1)c1c(N)n(Cc2ccccc2)c(=O)[nH]c1=O	4	37	1.0	-5	2	0.4	-2	4.0	9
Cc1ccc2c(c1)/C(=N/OC(=O)c1ccc(F)cc1)CCS2	1	-3	0.4	-8	-18	1.5	8	-1.0	35
COc1ccc(OCC(=O)N/N=C/C2CC=CCC2)cc1 (configuration not stated)	-16	25	0.6	-8	8	1.0	2	4.4	-5
COc1ccc(CCNC(=O)C(=O)NCc2ccc(C)cc2)cc1OC	-3	17	-1.4	-18	-5	-1.0	-6	2.0	-19
CC1CN(Cc2ccc(Cl)cc2Cl)CC(C)O1 (configuration not stated)	-5	22	1.1	15	9	1.1	-2	-0.4	17
O=c1nc(/C=C/c2cccn2-c2ccc([N+](=O)[O-])cc2)cc(C(F)(F)F)[nH]1	-13	24	0.0	-14	-15	1.1	0	0.1	34
COc1ccc(C2C3=C(Nc4ncnn42)c2ccccc2CC3)cc1OC (configuration not stated)	-7	25	0.2	13	-7	-0.1	5	0.3	-16
CC(=O)Nc1ccc(S(=O)(=O)NCCSCc2ccccc2Cl)cc1	-23	29	1.1	5	3	3.1	0	1.8	-51
CN(C)S(=O)(=O)c1ccc(C(=O)NCC(C)(C)N2CCOCC2)cc1	-13	-18	0.3	3	-8	1.9	.	0.4	13
O=C1Nc2ccccc2C1=Nc1ccc(-c2nnc3n2CCCCC3)cc1	-19	56	0.8	10	10	1.9	3	-0.3	-25
COc1cccc2c(=O)n(CC(=O)N3CCCCC3)ccc12	11	5	1.0	7	-10	0.9	3	-2.4	2
COc1ccc(S(=O)(=O)N(C)C)cc1NCC(=O)Nc1ccc(Br)c(C)c1	16	29	0.1	-2	-7	-1.7	14	-0.5	-24
Cc1ccccc1Cn1nc(C)c(NC(=O)C(F)(F)F)c1C	-6	4	0.5	12	5	1.8	-1	0.6	34
COC(=O)NC(NC(=S)Nc1cccc(C)c1)C(Cl)(Cl)Cl (configuration not stated)	-10	14	0.5	-8	-14	0.1	0	2.1	15
CCOC(=O)c1ccccc1N/C=C/C(=O)c1ccccc1	-8	.	-0.9	-20	-37	-1.1	4	0.8	.
CN(C)S(=O)(=O)c1cccc(NC(=O)c2cncc(Br)c2)c1	-15	43	0.9	-13	12	0.8	-6	-1.1	-68
COc1cccc(NC(=O)CN2CCN(c3ccc(F)cc3)CC2)c1	1	-1	0.5	-19	-14	0.4	8	-3.5	-54
CCOc1cc2[nH]c(=S)n(CCCN(CC)CC)c(=O)c2cc1OCC	-12	-1	0.4	9	0	-0.4	19	-1.7	-42
O=C(O[C@@H]1Cc2c(O)cc(O)cc2O[C@@H]1c1cc(O)c(O)c(O)c1)c1cc(O)c(O)c(O)c1	0	-5	-0.5	-3	-2	-0.1	-1	1.3	28
Clc1cc(Br)ccc1OCCOCCN1CCOCC1	-22	-1	0.8	28	-5	0.2	2	0.0	1
CCN(CC(=O)NC1CCS(=O)(=O)C1)c1ccc(S(C)(=O)=O)cc1[N+](=O)[O-] (configuration not stated)	-9	35	0.7	-22	-3	1.4	-4	-0.8	15
Cc1cc(NS(=O)(=O)c2ccc(NC(=S)NC(=O)c3ccncc3)cc2)no1	-16	6	0.9	-4	13	-1.0	.	5.4	-40
O=S(=O)(c1cccc2nsnc12)N1CCN(C/C=C/c2ccccc2)CC1	-1	7	0.3	8	-10	-0.6	-2	0.2	-14

Individual results from above:
CN(C)S(=O)(=O)c1ccc(C(=O)NCC(C)(C)N2CCOCC2)cc1 – EP2 mod: 13
CC1CN(Cc2ccc(Cl)cc2Cl)CC(C)O1 (configuration not stated) – NPY-Y2 PAM-ag: 15

Next section.
SMILES	S1P4 antagonist	CHOP inh	TRPML3 agonist	NPY-Y2 PAM-ag	NPY-Y1 PAM-ag	zfTRPN1 agonist	NPY Y1 blocker	S1P4 agonist	EP2 mod
COc1ccc(Cc2nc3ccccc3n2C)cc1	-1	-3	0.7	-1	9	0.8	5	-2.3	-31
CCOC(=O)CN(C(=O)Cn1nnc(-c2ccc(OC)cc2)n1)C(C(=O)NC1CCCC1)c1ccc(F)cc1 (configuration not stated)	-11	12	-1.1	4	-12	-1.0	4	-1.6	16
COc1ccc(C2CC(=O)OC3=C2C(=O)CC(C)(C)C3)c(OC)c1 (configuration not stated)	20	49	0.6	-12	16	0.8	-2	0.7	3
COc1ccc(C(=O)NC(=S)NNC(=O)Cc2cccs2)cc1	-7	32	-0.1	-36	-34	0.7	6	-6.3	-20&3
CC(=O)NNc1ncnc2c1cnn2-c1ccc(C)cc1	2	-25	0.7	8	15	1.9	-1	0.0	-4
